DUSP3 inh: VHR1 (DUSP3) phosphatase inhibition | P51452 | recombinant VHR phosphatase, colorimetric substrate read-out | inhibition, % at 20 µM | 50,000 compounds, 0.7% hits | AID 1992; in the data active = inhibition above about 60%; note: some results filed as inactive read as strong as hits
Target sequence (P51452 whole entry, looked up): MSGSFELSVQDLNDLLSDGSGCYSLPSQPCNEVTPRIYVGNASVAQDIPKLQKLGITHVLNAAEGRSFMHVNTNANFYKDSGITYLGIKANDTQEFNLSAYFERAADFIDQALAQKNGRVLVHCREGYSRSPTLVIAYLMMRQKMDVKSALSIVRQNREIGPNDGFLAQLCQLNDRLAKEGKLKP
* hit, by the source's call.

SMILES	DUSP3 inh
COc1ccc(N2C(=O)NC(=O)/C(=C\c3cc(C)n(-c4cccc([N+](=O)[O-])c4)c3C)C2=O)cc1	-6
CCOC(=O)CCC(NC(=O)c1ccc(Cl)cc1)C(=O)OCC (centres undefined)	-19
CC(C)=CC1C(CNC(=O)C(Cl)(Cl)Cl)C1(C)C (centres undefined)	7
COc1ccc(Br)cc1CN1CCN(C(=O)CC(C)C)CC1	16
O=C(CC(c1ccccc1)c1ccccc1)Nc1nncs1	0
C/C(=C(\C#N)C(=O)NC1CCCCC1)N(C)C	-4
Cc1ccc(N=C2NC(=O)/C(=C/c3cccc(O)c3)S2)cc1Cl	12
COc1ccc(S(=O)(=O)N2CCN(Cc3ccc4c(c3)OCO4)CC2)cc1	0
NS(=O)(=O)c1ccc(NC(=O)Cc2cccc3ccccc23)cc1	7
COc1cc(CN2CCN(Cc3ccc(C)cc3C)CC2)cc(OC)c1OC	-2
COc1ccc(/C=C/C(=O)NC(=S)Nc2ccc(C(C)=O)cc2)cc1OC	-40
COc1ccccc1NCC(O)Cn1c2ccccc2c2ccccc21 (centres undefined)	-18
COC(=O)c1c(-c2ccc3ccccc3c2)csc1N	31
Cc1ccc(N2C(=O)NC(=O)/C(=C\c3ccc(Br)s3)C2=O)cc1	4
COc1cccc(C(=O)N2CCN(Cc3ccco3)CC2)c1	-19
O=C(Cc1c(O)c2ccccc2[nH]c1=O)NCCc1ccccc1	1
Cc1ncc(-c2ccc(Br)cc2)cn1	-10
O=[N+]([O-])c1ccc(NCCNC(=S)Nc2ccc(Cl)cc2)nc1	-5
Cn1c2c(c(=O)[nH]c1=O)C(c1ccccc1)C1=C(N2)c2ccccc2C1=O (centres undefined)	-5
CC1=C(C(=O)OC2CCCC2)C(c2cccc(F)c2)C2=C(CC(C)(C)CC2=O)N1 (centres undefined)	-26
CC(=O)NS(=O)(=O)c1ccc(NC(=O)Nc2ccc(Cl)cc2)cc1	-2
CCOc1ccccc1NC(=O)c1c(NC(=O)c2ccccc2Br)sc2c1CCC(C)C2 (centres undefined)	0
COc1ccc(C(=O)Nc2cc(C(F)(F)F)cc(C(F)(F)F)c2)cc1Cl	-1
Cc1cc(C)cc(N2C(=O)C3C(c4ccccc4Cl)OC4(C(=O)c5ccccc5C4=O)C3C2=O)c1 (centres undefined)	-19
CCOc1ccc(-n2c(-c3ccc(OC)cc3)nc3ccccc3c2=O)cc1	-8

Further compounds
SMILES	DUSP3 inh
C(=C\c1ccccc1)/C=N/Nc1nnc2c(n1)[nH]c1ccccc12	2
CC(=O)Nc1ccc(C(=O)N2CCN(c3ccccc3)CC2)cc1	1
CC/C(=C\C=C\C1C=CC2CCCC2C1C(=O)c1ccc[nH]1)C1OC(C(C)C(=O)O)CCC1C (centres undefined)	8
COc1ccccc1CN1CCN(C(=O)c2cccs2)CC1	-1
CC(=O)Nc1ccccc1NC(=O)/C=C/c1ccccc1	-1
CCOC(=O)c1sc(NC(=O)c2ccc(Br)o2)c(C(N)=O)c1C	11
Cc1cccc(C=Nc2ccccc2O)c1O	-33
Cc1ccccc1NC(=O)C(=O)NCc1ccccn1	-15
CCOc1ccc(C(=O)N2CCN(c3ccc([N+](=O)[O-])cc3)CC2)cc1Cl	-8
O=C(NNc1ccc([N+](=O)[O-])cc1[N+](=O)[O-])c1ccc(O)cc1	-12
O=C(N/N=C/c1cccc(Br)c1)c1cnccn1	-10
O=c1oc2ccc([N+](=O)[O-])cc2cc1-c1nc(-c2ccc(Br)cc2)cs1	3
CCCOC(=O)C1=C(C)NC2=C(C(=O)CC(c3ccc(OC)cc3)C2)C1c1ccc([N+](=O)[O-])cc1 (centres undefined)	-22
O=C(NN1C(=O)CSC1=S)c1ccncc1	10
COC(=O)c1ccc(NC(=O)C2C3C=CC(C4CC34)C2C(=O)O)cc1 (centres undefined)	-13
Cn1c(-c2nc3ccccc3n2C)nc2ccccc21	-7
CC(C(=O)O)n1nnc(-c2ccccc2)n1 (centres undefined)	6
O=C(O)c1cccc(NC2=C(Cl)C(=O)N(c3ccc(Cl)cc3)C2=O)c1	-13
Nc1c(C(=O)O)nnn1Cc1ccccc1	-2
CCOC(=O)c1c(N)sc(C(=O)N2CCCC2)c1C	-17
O=C(NN1C(=O)/C(=C/c2cc3c(cc2[N+](=O)[O-])OCO3)SC1=S)c1ccccc1Cl	10
COc1ccc2c(c1)C1=C(CC2)C(c2ccc(N(C)C)cc2)NC(=S)N1 (centres undefined)	10
O=C(Nc1cccc([N+](=O)[O-])c1)C1CC1(c1ccccc1)c1ccccc1 (centres undefined)	-5
COc1cc(NC(=O)Cc2ccc(OC)c(OC)c2)cc(OC)c1	-5
O=C(NCC(c1ccccc1)c1ccccc1)Nc1cccc(Cl)c1	-2

(continued)
SMILES	DUSP3 inh
C=CCNC(=O)C(=O)Nc1cc(C)cc(C)c1	4
O=C(NCc1ccccc1)NC(=O)c1ccccc1F	-13
CCCN(CCC)c1ccc(/C=N\NC(=O)C2COc3cc4ccccc4cc3O2)cc1 (centres undefined)	-12
COc1ccc(Br)cc1/C=N\N1CCN(c2ccc(C)cc2)CC1	3
O=C(CN1C(=O)c2ccccc2C1=O)Nc1nc(-c2ccccc2)cs1	4
S=c1[nH]nc(-c2ccccc2)n1/N=C/c1ccc(-c2ccccc2Cl)o1	18
O=C(/C=C/c1ccc2c(c1)OCO2)N1CCCC1	-37
COCCOC(=O)c1ccc(NC(=O)COc2ccc(Cl)cc2Cl)cc1	0
O=C(Nc1cccc2ccccc12)C1C2C3CCC(C3)C12 (centres undefined)	79*
CCOC(=O)c1c(NC(=O)c2ccccc2[N+](=O)[O-])sc2c1CCC(C)C2 (centres undefined)	-14
CC1(C)CNC(=O)c2sc(N)nc2C1	-11
Cc1c(Cl)cccc1N=C1NC(=O)/C(=C/c2cccc(O)c2)S1	2
C/C(=C\C(=O)c1ccc(Cl)cc1)Nc1cc(Cl)cc(Cl)c1	1
CN(C)c1ccc(/C=N/N=C2/NC(=O)C(c3ccccc3)(c3ccccc3)S2)cc1	-4
COc1ccc(Cl)cc1NC(=O)C1=C(C)NC(=O)NC1c1ccccc1F (centres undefined)	-10
O=C(NCCO)C(=O)Nc1ccc(Oc2ccccc2)cc1	-78
CCOc1ccc(N(CC(=O)NCC(C)C)S(C)(=O)=O)cc1	-11
COc1cc(C=NN2C(=O)C3C4C=CC(C5CC45)C3C2=O)cc(Br)c1O (centres undefined)	8
O=C(NN1C(=O)/C(=C/c2cccc(F)c2)SC1=S)c1ccncc1	-2
Cc1nn(C(=O)c2cccnc2)c(C)c1Sc1ccc([N+](=O)[O-])cc1	-6
Brc1cccc(-c2nnc(-c3ccc4c(c3)OCO4)o2)c1	-8
CC1=C(C)CC(C(=O)Nc2ccc(Br)cc2)C(C(=O)O)C1 (centres undefined)	0
CN(/N=C\c1ccco1)c1nc(-c2ccccc2)cc(-c2ccccc2)n1	6
Cc1cc(Cl)ccc1OCCCC(=O)Nc1cccc(Br)c1	6
CCOC(=O)/C(C#N)=C\c1cn(CCC#N)nc1-c1ccc(C)o1	-9

7 records picked at random from those above, as already listed:
SMILES	DUSP3 inh
Cc1ccccc1NC(=O)C(=O)NCc1ccccn1	-15
O=[N+]([O-])c1ccc(NCCNC(=S)Nc2ccc(Cl)cc2)nc1	-5
CC(=O)Nc1ccc(C(=O)N2CCN(c3ccccc3)CC2)cc1	1
O=C(NN1C(=O)/C(=C/c2cc3c(cc2[N+](=O)[O-])OCO3)SC1=S)c1ccccc1Cl	10
O=C(NN1C(=O)CSC1=S)c1ccncc1	10
O=C(NNc1ccc([N+](=O)[O-])cc1[N+](=O)[O-])c1ccc(O)cc1	-12
COc1cccc(C(=O)N2CCN(Cc3ccco3)CC2)c1	-19

(listing goes on)
SMILES	DUSP3 inh
CCOC(=O)N/N=C(\C)c1ccccn1	-14
Cc1c(Cl)cccc1N=C1NC(=O)/C(=C/c2ccc3c(c2)OCO3)S1	24
COc1ccc(C(=O)O/N=C2/CCCc3c2ccc(OC)c3C)cc1[N+](=O)[O-]	0
N/C(Cc1ccc([N+](=O)[O-])cc1)=N\OC(=O)COc1cccc2ccccc12	0
COc1ccc(/C=C2/C(=O)N(c3cccc(C(F)(F)F)c3)N=C2C)cc1OC	-5
CCn1c2c(c3cc(C(C)(C)C)ccc31)CCCC2=O	-5
CCOC(=O)C1=C(O)/C(=C\c2ccc([N+](=O)[O-])cc2)N=C1C	-14
CC(=O)c1ccc(-n2c(C)ccc2C)cc1	11
COC1=C(c2ccccc2)C(=O)c2ccccc2C1=O	-5
COc1ccc(OC)c(N2C(=O)CCC2=O)c1	-28
O=C(Cc1nnc(NC(=O)Nc2cccc(Cl)c2)s1)Nc1ccccc1	-6
Cc1nnc(C)n1/N=C/c1ccc(O)c(O)c1	-5
CCOC(=O)c1sc(NC(=O)c2ccc(C(C)C)cc2)nc1C	-15
O=C(c1ccc(Cl)cc1)N1CCN(c2cccc(Cl)c2)CC1	-14
CCC(C)OC(=O)C1=C(C)NC(=O)NC1c1ccccc1F (centres undefined)	-20
COC(=O)C1=C(N)OC2=C(C(=O)CC(C)(C)C2)C1c1cccc(C)c1 (centres undefined)	-14
O=[N+]([O-])c1ccc(-c2csc3[n+]2CCS3)cc1	24
COc1ccc(/C=N\OCC(=O)Nc2oc(-c3ccccc3)c(-c3ccccc3)c2C#N)cc1	-4
CCOC(=O)c1c(NC(=O)/C=C/c2ccc3c(c2)OCO3)sc(C(C)=O)c1C	-68
CCOC(=O)c1c(C)nc2n(/N=C/c3ccc([N+](=O)[O-])cc3)c3ccccc3n12	-6
O=C1NC(=O)/C(=C\c2ccc(-c3cccc([N+](=O)[O-])c3)o2)S1	-2
CN1CCN(NC(=O)COc2ccc(Cl)cc2)CC1	-32
CCOC(=O)c1c(NC(=O)c2c(-c3ccccc3)noc2C)sc(C(=O)N(CC)CC)c1C	-17
COc1ccc(COCC(O)CN2CCN(Cc3ccccc3)CC2)cc1OC (centres undefined)	0
O=C1NN(c2ccc(Cl)c(Cl)c2)C(=O)/C1=C/c1ccc2c(c1)OCO2	2

(listing goes on)
SMILES	DUSP3 inh
CCC1=NN(C(=O)c2cccc([N+](=O)[O-])c2)C(O)(c2ccncc2)C1 (centres undefined)	-3
Cc1ccc(/C=C2\C(=O)NC(=S)N(c3ccc(Br)cc3)C2=O)o1	26
COC(=O)C1=C(C)NC(=O)CC1c1ccc(Cl)cc1Cl (centres undefined)	-6
COc1cc(/C=C2\C(=O)NC(=O)N(c3cccc(Br)c3)C2=O)cc(Cl)c1O	-18
CC(=O)c1ccc(NC(=O)c2cccnc2)cc1	-3
Cc1onc(-c2ccccc2)c1C(=O)NCc1ccc(Cl)c(Cl)c1	0
NS(=O)(=O)c1cccc(NC(=O)/C=C/c2cccc([N+](=O)[O-])c2)c1	4
Cc1ccc(NC(=O)CCC(=O)N(CC(N)=O)CC(N)=O)cc1	46
O=C1NC(=O)N(c2ccc(Cl)cc2)C(=O)/C1=C/c1ccc(Br)s1	-1
Cc1c(Cl)cccc1-n1ncnc1-c1cccc(Cl)c1	-14
Nc1ccc(S(=O)(=O)Nc2nccc(/C=C/c3cccc(Cl)c3)n2)cc1	-3
CC(=O)Oc1ccc(C(=O)Nc2cc(C)on2)cc1	4
CCOc1ccc(CN2CCN(C(=O)c3ccc(-c4ccccc4)cc3)CC2)cc1	-7
CCc1nc2ccccc2n1CC(O)COc1ccc(OC)cc1 (centres undefined)	7
Cc1ccc(S(=O)(=O)N(C)Cc2ccccc2)cc1[N+](=O)[O-]	8
CC(C)(C)c1ccc(S(=O)(=O)NNc2ccccc2)cc1	-22
CC1=C(C(=O)OC2CCCC2)C(c2ccc(Cl)cc2)NC(=O)N1 (centres undefined)	-9
N/C(=N\OC(=O)c1cccc(Cl)c1)c1ccncc1	-7
O=C(Nc1ccccc1)c1ccc(S(=O)(=O)N2CCCc3ccccc32)cc1	-9
O=[N+]([O-])c1cccc(C2N(c3ccccc3)CCN2c2ccccc2)c1	-13
COc1cccc(CC(CC(=O)Nc2cc(C)ccc2C)C(=O)O)c1 (centres undefined)	-17
COc1ccc(C(=O)Nc2ccc(-c3nc4cc(C)ccc4o3)cc2)cc1Br	3
CC(=O)c1cc(F)c(N2CCN(C)CC2)cc1C	17
COc1ccc(/C=N/S(=O)(=O)c2cccs2)cc1OC	-11
Cc1ccc(-n2c(C)cc(/C=C3/C(=O)NC(=O)N(C)C3=O)c2C)cc1	-27

As entered above.
DUSP3 inh result of Cc1ccc(-n2c(C)cc(/C=C3/C(=O)NC(=O)N(C)C3=O)c2C)cc1 is entered as -27
DUSP3 inh result of CC(=O)c1ccc(NC(=O)c2cccnc2)cc1 is entered as -3
DUSP3 inh result of CCc1nc2ccccc2n1CC(O)COc1ccc(OC)cc1 (centres undefined) is entered as 7
DUSP3 inh result of CC(=O)c1cc(F)c(N2CCN(C)CC2)cc1C is entered as 17
DUSP3 inh result of NS(=O)(=O)c1cccc(NC(=O)/C=C/c2cccc([N+](=O)[O-])c2)c1 is entered as 4
DUSP3 inh result of Cc1c(Cl)cccc1-n1ncnc1-c1cccc(Cl)c1 is entered as -14
DUSP3 inh result of COc1cc(/C=C2\C(=O)NC(=O)N(c3cccc(Br)c3)C2=O)cc(Cl)c1O is entered as -18

Carrying on.
SMILES	DUSP3 inh
Cc1ccc(NC(=O)CN(c2ccc(C)c(Cl)c2)S(C)(=O)=O)cc1C	-25
COc1ccc(N2C(=O)NC(=O)/C(=C/c3ccc(SC)cc3)C2=O)cc1	-5
COc1cc(C(=O)NC(NC(=S)Nc2ccc(C)cc2)C(Cl)(Cl)Cl)cc(OC)c1OC (centres undefined)	20
O=[N+]([O-])c1ccc(CNCCc2ccc(F)cc2)cc1	-20
FC(F)(F)c1ccc2nnc(-c3c(Cl)cccc3Cl)n2c1	-13
COc1cccc(/C=C2/SC(=S)N(CCC(=O)N3c4ccccc4Sc4ccc(Cl)cc43)C2=O)c1	-18
CCOC(=O)c1ccc(Nc2ncnc3ccc(C)cc23)cc1	-6
CCOc1ccccc1NC(=O)CN(c1ccc(C)cc1)S(=O)(=O)c1ccc(OC)c(OC)c1	18
Cc1ccc(/C=C2/SC(=S)N(CC(=O)O)C2=O)cc1	-14
COc1ccccc1C/C(N)=N/OC(=O)c1cccc(Br)c1	-2

Bioassay records: PubChem BioAssay, Sanford-Burnham Center for Chemical Genomics

Some of the compounds tested; rates above refer to the full screens.
